NPY Y1 blocker: blocks the human neuropeptide Y Y1 receptor; hit rate 1% among 200,000; HEK293-CNG Y1 cells, membrane potential fluorescence; NPY at EC95, then isoproterenol; inhibition, % at 3.6 µM; P25929; AID 1040;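 active means inhibition above the campaign mean inhibition of all tested compounds plus 3 SD, cut at about 20% in these data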;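 further: 0% = DMSO wells given NPY plus isoproterenol and 100% = isoproterenol alone without NPY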
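System: HEK293 cells with Y1 receptor plus CNG channel / Probe or stimulus: NPY 25 nM then isoproterenol 1 µM plus Ro 20-1724 25 µM / Compound: one concentration, 3.6 µM, in 0.4% DMSO / Schedule: compound incubation 1 h at room temperature, readout 45 min post-stimulation / Measured by: membrane potential fluorescence / Read-out: % inhibition of NPY effect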
TRPML3 agonist: agonists of human TRPML3 channel; Q8TDD5; HEK293 TRPML3-YFP, Fluo-8 calcium fluorescence; 100% = the carbachol control signal; activation, % at 3 µM; hit rate 0.29% among 220,000; AID 1448;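 active means activation above its plate's cutoff, the mean activation of the plate's test wells plus 3 SD, cut at about 12% in these data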;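 further: 0% = DMSO only wells and 100% = carbachol wells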
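Test system: TRPML3-YFP stable HEK293 cells. Doses: single point at 3 µM. Incubation: dye loading 1 h 37 °C then 30 min ambient, 125 s read. Signal: Fluo-8 calcium dye fluorescence, ex 470-495, em 515-575 nm. Measure: percent activation from peak-to-basal fluorescence ratio, scaled between DMSO and carbachol.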
NPY2 pot ag: human NPY-Y2 potentiation or agonism, primary screen; cells expressing NPY-Y2, potentiator/agonist read-out; hit rate 0.45% among 220,000; activation, % at 3.6 µM; in the data active means activation above about 27%;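 further: cells stimulated with NPY near EC25 plus isoproterenol at EC100; 0% = vehicle plus submaximal agonist and 100% = vehicle plus saturating agonist; some results beyond the cut were filed as inactive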
Target sequence (P49146 whole entry, looked up): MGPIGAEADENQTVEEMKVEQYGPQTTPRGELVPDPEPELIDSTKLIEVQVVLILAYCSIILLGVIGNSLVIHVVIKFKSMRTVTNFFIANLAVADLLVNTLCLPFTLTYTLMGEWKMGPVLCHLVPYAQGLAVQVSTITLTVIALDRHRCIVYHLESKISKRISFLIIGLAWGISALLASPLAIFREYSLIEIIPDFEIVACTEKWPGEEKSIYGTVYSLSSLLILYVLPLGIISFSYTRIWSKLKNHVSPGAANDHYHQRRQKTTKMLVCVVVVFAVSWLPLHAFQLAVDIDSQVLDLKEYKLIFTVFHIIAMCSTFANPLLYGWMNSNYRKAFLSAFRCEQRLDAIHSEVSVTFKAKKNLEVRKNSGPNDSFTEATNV
S1P4 antagonist: blocks the human S1P4 receptor. hit rate 0.26% among 220,000. S1P4-expressing cells, antagonist mode, reporter read-out. O95977. inhibition, % at 4.98 µM; in the data active means inhibition above about 29%;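 further: 0% = wells stimulated with agonist and 100% = vehicle wells without agonist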
S1P4 agonist: activates the human S1P4 receptor; O95977; S1P4-expressing cell line, agonist reporter assay; activation, % at 4.98 µM; hit rate 0.35% among 220,000; in the data active means activation above about 11%;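 further: 0% = DMSO vehicle and 100% = reference agonist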
NPY1 pot ag: human NPY-Y1 potentiation or agonism, primary screen; P25929; NPY-Y1 expressing cells, potentiator/agonist activation; activation, % at 3.6 µM; hit rate 0.37% among 220,000; AID 1304; in the data active means activation above about 33%, passing the limit was not always enough;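 further: cells stimulated with NPY at EC10 then isoproterenol at EC100; 0% = low agonist plus stimulus and 100% = saturating agonist plus stimulus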
TRPN1 ag: agonists of zebrafish TRPN1 channel; HEK293 zebrafish TRPN1-YFP, Fluo-8 calcium fluorescence; 100% = response to 87 µM carbachol; activation, % at 3 µM; hit rate 0.18% among 220,000;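 active means activation above its plate's cutoff, the mean activation of test wells on that plate plus 3 SD, cut at about 19% in these data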;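 further: 0% = DMSO alone and 100% = 87 µM carbachol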
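Material – zebrafish TRPN1-YFP in HEK293 cells · Doses – 3 µM single point · Schedule – dye 1 h 37 °C plus 30 min RT · Signal – Fluo-8 calcium fluorescence, excitation 470-495 nm, emission 515-575 nm · Read-out – % activation versus carbachol response · Control set – carbachol high, DMSO low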
CHOP inh: inhibitors of CHOP induction in ER stress response; hit rate 3.8% among 220,000; inhibition, % at 10 µM; CHO-K1 CHOP-promoter luciferase, tunicamycin-induced, 15-18 h;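 active means compounds that reduced the stress-induced luciferase reporter signal by more than about 70% of percent inhibition, limit read from the data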;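 further: 0% = tunicamycin plus vehicle and 100% = wells without tunicamycin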
EP2 mod: modulators of human EP2 prostaglandin E2 receptor; hit rate 0.83% among 260,000; induction, % at 25 µM; EP2-expressing cells, cAMP HTRF FRET, PGE2 co-stimulation; AID 940; P43116;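 active means compounds whose cAMP rise, as percent of the full-agonist control response, exceeds 60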;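 further: rat C6 glioma line stably carrying human EP2 under a CMV promoter; the protocol text gives 20 µM as final concentration; 100% = response of wells given 1 µM PGE2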
Target sequence (P43116 whole entry, looked up): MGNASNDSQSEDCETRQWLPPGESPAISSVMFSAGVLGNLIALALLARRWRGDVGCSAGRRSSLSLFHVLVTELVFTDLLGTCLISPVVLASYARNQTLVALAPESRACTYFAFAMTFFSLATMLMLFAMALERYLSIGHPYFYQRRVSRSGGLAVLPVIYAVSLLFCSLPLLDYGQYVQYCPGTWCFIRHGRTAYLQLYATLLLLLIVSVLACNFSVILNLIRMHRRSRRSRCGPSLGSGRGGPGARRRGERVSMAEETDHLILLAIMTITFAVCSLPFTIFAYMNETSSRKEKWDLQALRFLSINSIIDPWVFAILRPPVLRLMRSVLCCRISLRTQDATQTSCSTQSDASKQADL
Active calls of the source: *; / = not tested or not shown; & = joins results of further samples.

[1] O=C(CN1CCN(Cc2ccccc2)CC1)Nc1ccc2c(c1)CCC2
[2] CC(=O)CCN1CCOCC1
[3] O=C1c2ccccc2C(=O)N1CCCCN(C(=O)c1cc2ccccc2oc1=O)c1ccc(Cl)cc1
[4] C/C(=N\NS(C)(=O)=O)c1ccccc1
[5] Cc1ccc(S(=O)(=O)/N=C(/NC(=S)Nc2c(C)n(C)n(-c3ccccc3)c2=O)c2ccccc2)cc1
[6] COC(=O)Nc1nc(Sc2ncc(C(F)(F)F)cc2Cl)n[nH]1
[7] O=C(CCc1ccc(S(=O)(=O)N2CCOCC2)cc1)N1CCCC1
[8] CCN(CC)S(=O)(=O)c1cccc(C(=O)NC(C)C(c2cccs2)N2CCCC2)c1 (stereo not given)
[9] CCCCNCc1cc(Br)c(OCC(=O)NCc2ccccc2)c(OC)c1
[10] CN(C)CCOC(=O)c1ccc2c(c1)S(=O)(=O)c1ccccc1C2=O
compound no.	1	2	3	4	5	6	7	8	9	10
TRPN1 ag	1.1	0.4	-0.3	-0.4	1.2	0.6	2.7	-1.7	0.6	1.9
NPY Y1 blocker	1	-2	-1	-3	/	3	8	-3	2	/
EP2 mod	8	7	-10	26	-12	8	-20	10	-19	-12
S1P4 antagonist	10	2	-19	-1	2	-11	-8	-10	3	19
S1P4 agonist	-1.0	1.6	-2.2	-0.8	0.3	1.7	-0.3	-0.7	0.5	0.3
NPY2 pot ag	-22	8	-2	-3	2	7	2	5	-6	5
CHOP inh	0	16	26	18	5	-2	-6	11	25	-2
TRPML3 agonist	0.5	-0.3	0.2	0.5	0.1	0.4	-0.5	-0.4	1.7	0.4
NPY1 pot ag	-13	10	0	-1	-12	8	-3	3	-4	21

[11] CC(OC(=O)Cc1ccc(Cl)cc1)C(=O)NCCC1=CCCCC1 (stereo not given)
[12] COc1ccc(C(=O)NC(=S)Nc2ccc(Cl)c(C(=O)O)c2)cc1
[13] Cc1c(Cl)cccc1NCC(=O)Nc1ccc(Cl)cc1F
[14] CN(C)c1nnnn1-c1ccc(Oc2ccccc2)cc1
[15] COc1ccc(C2=CSC3=NCCN23)cc1F
[16] Fc1ccc(-n2c(-c3ccc4c(c3)OCO4)n[nH]c2=S)cc1Cl
[17] O=C(Nc1ccc(-c2nc3ccccc3c(=O)o2)cc1)c1ccco1
[18] COc1cccc2cc(C(=O)NCC3CCCO3)c(=O)oc12 (stereo not given)
[19] Cn1c(-c2ccc(F)cc2)cnc1NCc1ccc(F)cc1
[20] CCOc1cc(CNC(C)C)c(Cl)cc1OCC(=O)NCCc1ccccc1
compound no.	11	12	13	14	15	16	17	18	19	20
TRPN1 ag	-2.2	0.3	0.7	1.0	0.0	-0.9	-0.9	-0.1	-2.1	0.7
NPY Y1 blocker	11	3	1	1	-3	8	-2	1	8	-1
EP2 mod	4	4	11	-4	-1	11	0	6	9	5
S1P4 antagonist	-7	-26	-5	2	2	-8	3	-10	3	6
S1P4 agonist	3.7	0.8	0.2	1.3	0.5	0.7	-0.2	-1.9	-1.2	-1.1
NPY2 pot ag	-7	-14	-2	-3	6	1	-3	6	-47	-22
CHOP inh	-20	-7	54	30	-11	-32	-32	5	13	-8
TRPML3 agonist	-1.0	0.7	0.1	0.7	0.0	-0.4	0.3	0.3	-1.4	0.9
NPY1 pot ag	-18	-3	-24	3	2	-16	-8	-26	14	-29

[21] N#CCCCn1c(-c2ccccc2)noc1=O
[22] O=C1CC(c2ccc(Cl)cc2)SC(N(c2ccccc2)c2ccccc2)=N1 (stereo not given)
[23] CCOC(=O)C(/C=C(\C#N)C(=O)OCC)=C(/N)N1CCN(c2ccc(OC)cc2)CC1
[24] CCOC(=O)CSCC(NC(=O)OC(C)(C)C)C(=O)OCC (stereo not given)
[25] COC(=O)[C@@]1(Cc2ccc(OC)cc2)[C@H]2c3cc(C(=O)N(C)C)[nH]c3C[C@H]2CN1C(=O)c1ccccc1
[26] O=C(CC1N=C2c3ccccc3N=C(SCc3ccccc3Cl)N2C1=O)NCc1ccco1 (stereo not given)
[27] Cc1ccccc1Nc1c([N+](=O)[O-])ccc2c1=NC1(CCCCC1)N=2
[28] CC(C)C1N=C2c3ccccc3N=C(SCc3cc(=O)n4cc(Cl)ccc4n3)N2C1=O (stereo not given)
[29] CCOC(=O)c1cc2sc(C)cc2n1CC(=O)NCCc1ccccc1
[30] [O-]c1n[n+](-c2ccc(Cl)cc2Cl)cc2ccccc12
compound no.	21	22	23	24	25	26	27	28	29	30
TRPN1 ag	1.7	1.1	0.9	0.2	1.1	-1.2	-0.8	0.0	-1.4	0.1
NPY Y1 blocker	5	-2	-1	-3	-6	-4	-5	6	7	2
EP2 mod	21	36	24	28	7	27	33	8	14&15	-27
S1P4 antagonist	17	-27	-7	-18	0	12	-8	3	-9	-10
S1P4 agonist	0.2	-0.6	-3.1	1.6	2.0	-1.3	-0.6	2.2	0.3	-0.5
NPY2 pot ag	7	-12	5	-1	6	5	21	-6	-2	8
CHOP inh	18	48	45	28	35	4	76*	10	42	-11
TRPML3 agonist	0.8	0.0	0.9	0.0	1.1	-0.6	1.1	-0.1	-0.7	0.0
NPY1 pot ag	22	-14	8	-19	1	5	-13	-13	8	-14

[31] CNC(=O)n1cc(C)c(-c2cccs2)n1
[32] CCCCC(=O)Nc1nc(C)c(C(C)=O)s1
[33] CC1=C(C(=O)OCc2ccccc2)C(c2ccc(N(C)C)cc2)NC(=O)N1 (stereo not given)
[34] Cc1nc(SCCC(C)C)c([N+](=O)[O-])[nH]1
[35] CCOc1ccc(NC(=O)C2CCN(C(=O)NCc3ccccc3)CC2)cc1
[36] C[C@@H](C(=O)Nc1nc2ccccc2s1)N1C(=O)C2CC=CCC2C1=O (stereo not given in full)
[37] CC1(C)CC(=O)c2cc(N=C/C(C(=O)c3ccccc3)=C(\O)c3ccccc3)c(=O)oc2C1
[38] CCCOc1ccc(-c2nc(C#N)c(NCCCn3ccnc3)o2)cc1
[39] COc1cc(/C=N/NC(=O)c2cccnc2)ccc1OS(=O)(=O)c1ccc(F)cc1
[40] O=C(NC1CC1)c1ccc(-c2ccccc2)cc1
compound no.	31	32	33	34	35	36	37	38	39	40
TRPN1 ag	-0.6	0.3	-0.3	-2.2	1.4	-0.7	-0.5	0.7	4.1	-0.9
NPY Y1 blocker	/	0	3	2	-2	3	-1	3	-4	1
EP2 mod	6	-17	28	-8	18	-12	4	-22	-4	-21
S1P4 antagonist	0	-24	-21	-12	-22	-3	-19	-2	-2	-4
S1P4 agonist	0.0	-0.6	-0.8	2.4	1.3	0.4	-0.1	-0.3	2.3	-0.5
NPY2 pot ag	-2	3	8	-8	-5	2	0	-21	-6	-4
CHOP inh	-4	31	34	-29	8	15	-1	20	0	-4
TRPML3 agonist	0.0	-0.2	-0.4	-0.4	0.7	0.5	-0.3	0.2	0.4	0.8
NPY1 pot ag	3	3	-11	-11	-26	5	-2	-20	4	0

Given bar-delimited: part of the list above.
nr | Compound | TRPN1 ag | NPY Y1 blocker | EP2 mod | S1P4 antagonist | S1P4 agonist | NPY2 pot ag | CHOP inh | TRPML3 agonist | NPY1 pot ag
31 | CNC(=O)n1cc(C)c(-c2cccs2)n1 | -0.6 | / | 6 | 0 | 0.0 | -2 | -4 | 0.0 | 3
32 | CCCCC(=O)Nc1nc(C)c(C(C)=O)s1 | 0.3 | 0 | -17 | -24 | -0.6 | 3 | 31 | -0.2 | 3
33 | CC1=C(C(=O)OCc2ccccc2)C(c2ccc(N(C)C)cc2)NC(=O)N1 (stereo not given) | -0.3 | 3 | 28 | -21 | -0.8 | 8 | 34 | -0.4 | -11
34 | Cc1nc(SCCC(C)C)c([N+](=O)[O-])[nH]1 | -2.2 | 2 | -8 | -12 | 2.4 | -8 | -29 | -0.4 | -11
35 | CCOc1ccc(NC(=O)C2CCN(C(=O)NCc3ccccc3)CC2)cc1 | 1.4 | -2 | 18 | -22 | 1.3 | -5 | 8 | 0.7 | -26
36 | C[C@@H](C(=O)Nc1nc2ccccc2s1)N1C(=O)C2CC=CCC2C1=O (stereo not given in full) | -0.7 | 3 | -12 | -3 | 0.4 | 2 | 15 | 0.5 | 5
37 | CC1(C)CC(=O)c2cc(N=C/C(C(=O)c3ccccc3)=C(\O)c3ccccc3)c(=O)oc2C1 | -0.5 | -1 | 4 | -19 | -0.1 | 0 | -1 | -0.3 | -2
38 | CCCOc1ccc(-c2nc(C#N)c(NCCCn3ccnc3)o2)cc1 | 0.7 | 3 | -22 | -2 | -0.3 | -21 | 20 | 0.2 | -20
39 | COc1cc(/C=N/NC(=O)c2cccnc2)ccc1OS(=O)(=O)c1ccc(F)cc1 | 4.1 | -4 | -4 | -2 | 2.3 | -6 | 0 | 0.4 | 4
40 | O=C(NC1CC1)c1ccc(-c2ccccc2)cc1 | -0.9 | 1 | -21 | -4 | -0.5 | -4 | -4 | 0.8 | 0

Carrying on.
[41] CC(C)OC(=O)/C(=C/c1ccco1)c1ccccc1
[42] O=[N+]([O-])c1cc([N+](=O)[O-])c2n[nH]c(-c3ccccc3)c2c1
[43] COC(=O)c1c(C)[nH]c(C(=O)/C=C/c2ccccc2Cl)c1C
[44] CC1(C)CC(C(=O)NCCC(c2ccccc2)c2ccco2)CCO1 (stereo not given)
[45] COc1ccc(C(=O)N/C(=C\c2ccco2)C(=O)NCCCn2ccnc2)cc1
[46] CCCC(=O)Nc1ccc(C(=O)NCCc2ccc(F)cc2)cc1
[47] Cc1cc(C(=O)Nc2cccnc2)cs1
[48] CC(C)CNS(=O)(=O)c1ccc(S(=O)(=O)N2CCC3(CC2)OCCO3)cc1
[49] CCC(C)NCCOc1ccccc1C (stereo not given)
[50] O=S(=O)(c1cccc(S(=O)(=O)N2CCC(N3CCCCC3)CC2)c1)N1CCOCC1
[51] N#C/C(=N\Nc1cccc(F)c1)C(=N)N1CCCCCC1
[52] O=C(O)CCC(=O)Nc1cccc(C(=O)Nc2ccc(Br)cc2)c1
compound no.	41	42	43	44	45	46	47	48	49	50	51	52
TRPN1 ag	-2.1	0.4	1.7	-0.4	-0.4	0.1	0.8	1.2	0.2	-0.8	1.7	1.1
NPY Y1 blocker	/	-4	/	3	8	5	-2	0	3	1	1	6
EP2 mod	55	11	-10	6	9	-4	5	-42	12	0&-2	-39	31
S1P4 antagonist	7	1	-8	0	-17	-10	-7	-8	6	-4	-3	-8
S1P4 agonist	-0.1	-0.8	0.3	-1.5	-1.8	-1.5	3.1	16*	-1.5	3.2	-0.4	2.6
NPY2 pot ag	-3	14	-7	0	-4	11	11	3	-23	1	11	14
CHOP inh	7	72*	-16	-9	20	-8	-10	-7	6	-6	-30	4
TRPML3 agonist	0.2	-0.3	0.3	0.2	0.6	-0.1	-0.3	0.4	0.3	0.0	1.0	0.6
NPY1 pot ag	18	8	-6	-13	4	6	-8	8	-1	7	-3	7
